# CHRM1 antagonist = human CHRM1 antagonism | P11229 | CHO-K1 hM1, Fluo-8 calcium fluorescence, ACh EC80 antagonist | inhibition, % at 3 µM | hit rate 1.3% among 360,000 | AID 588852;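 active = percent inhibition above its own plate's cutoff, namely the mean of that plate's compound wells plus 3 SD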;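 note: peak over basal fluorescence ratio during 140 s after agonist addition; 0% = ACh EC80 plus DMSO and 100% = DMSO alone without agonist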
# Target sequence (P11229 whole entry, looked up): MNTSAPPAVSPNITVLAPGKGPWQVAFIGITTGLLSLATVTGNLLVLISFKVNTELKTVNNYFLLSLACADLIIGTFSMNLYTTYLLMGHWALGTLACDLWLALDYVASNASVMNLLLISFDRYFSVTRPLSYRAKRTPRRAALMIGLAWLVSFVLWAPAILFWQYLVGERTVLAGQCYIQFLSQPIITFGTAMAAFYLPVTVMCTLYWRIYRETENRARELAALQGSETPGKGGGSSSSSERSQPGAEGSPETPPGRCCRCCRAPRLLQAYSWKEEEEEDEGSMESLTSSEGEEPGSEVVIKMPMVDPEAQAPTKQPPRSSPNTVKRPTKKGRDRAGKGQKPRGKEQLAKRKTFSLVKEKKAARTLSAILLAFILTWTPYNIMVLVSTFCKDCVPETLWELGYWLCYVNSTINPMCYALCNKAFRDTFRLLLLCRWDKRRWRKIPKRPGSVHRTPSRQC
# OXTR potentiate = potentiates the human oxytocin receptor response; P30559; CHO-OTR cells, Fluo-8 calcium fluorescence, potentiator mode; 0% = oxytocin EC15, 100% = EC100; activation, % at 3 µM; hit rate 0.061% among 320,000;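 active = activation above that plate's cutoff, the mean activation of tested compounds plus 3 SD, cut at about 6.6% in these data, passing the limit was not always enough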;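 note: 100% uses oxytocin at 75 nM as the full agonist control; some results filed as inactive read as strong as hits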
# Target sequence (P30559 whole entry, looked up): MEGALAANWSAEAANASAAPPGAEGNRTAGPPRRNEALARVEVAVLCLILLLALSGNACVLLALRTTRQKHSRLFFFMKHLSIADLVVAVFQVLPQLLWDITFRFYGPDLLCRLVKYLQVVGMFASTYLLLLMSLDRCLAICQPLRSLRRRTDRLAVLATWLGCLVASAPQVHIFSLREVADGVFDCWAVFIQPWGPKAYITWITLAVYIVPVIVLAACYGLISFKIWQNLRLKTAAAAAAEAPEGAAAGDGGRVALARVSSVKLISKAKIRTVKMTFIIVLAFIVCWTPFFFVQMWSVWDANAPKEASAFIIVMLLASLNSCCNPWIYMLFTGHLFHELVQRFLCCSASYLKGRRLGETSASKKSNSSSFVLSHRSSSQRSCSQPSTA
#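 Material: CHO-OTR cells, human receptor; compound dosing: single dose, 3.0 µM nominal final compound concentration; schedule: 6 min compound pre-incubation at room temperature, 100 s kinetic read; measured by: kinetic Fluo-8 calcium fluorescence; read-out basis: % activation vs EC15 and EC100 oxytocin; controls: EC15 oxytocin alone as 0%, 75 nM oxytocin as 100%; replicates: singlicate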
# CHRM1 PAM = positive allosteric modulators of human M1 muscarinic receptor. P11229. CHO-K1 hM1, Fluo-8 calcium fluorescence, ACh EC20; 0% = ACh EC20, 100% = maximal ACh. activation, % at 3 µM. hit rate 0.088% among 360,000; in the data active = activation above about 19%, passing the limit was not always enough
# CHO parental Ca = signal in parental CHO cells, OX1R antagonist counter-screen; AID 463079; parental CHO-K1, ATP-induced calcium, Fluo-8 fluorescence; inhibition, % at 5.6 µM; hit rate 0.63% among 330,000;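 active = inhibition above that plate's mean sample inhibition plus 3 SD, cut at about 26% in these data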;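 note: 0% = ATP-challenged DMSO wells and 100% = DMSO wells without ATP; some compounds past the cut are filed as inactive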
#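 Test system: untransfected parental CHO cell line; also added: ATP stimulus; dosing: 5.6 µM, single dose; signal: calcium-sensitive Fluo-8 fluorescence; measure: percent inhibition of ATP-evoked calcium rise, normalized to controls; benchmarks: low control ATP plus DMSO, high control DMSO only; replication: one well per compound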
# M1 ag parental = counter-screen for M1 agonists: effect in parental CHO-K1 cells. Fluo-8 calcium fluorescence; scaled to maximal ATP response, vehicle zero. activation, % at 3 µM. hit rate 0.48% among 360,000. AID 602248; in the data active = activation above about 15%;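 note: untransfected CHO-K1 host cells lacking M1 receptor as counterscreen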
# M4 antag = blocks acetylcholine activation of human M4 receptor | inhibition, % at 3 µM | AID 624125 | hit rate 0.73% among 360,000 | CHO-hM4 cells, ACh EC80, Fluo-8 calcium fluorescence;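 active = inhibition above its plate's cutoff, the mean inhibition of sample wells plus 3 SD, cut at about 27% in these data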;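 note: 0% = acetylcholine EC80 with DMSO and 100% = DMSO without agonist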
# CHRM1 agonist = human M1 muscarinic receptor agonism; P11229; CHO-K1 hM1, Fluo-8 calcium fluorescence, agonist mode; 0% DMSO, 100% acetylcholine EC100; activation, % at 3 µM; hit rate 0.33% among 360,000; AID 588814;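 active = activation above the run's mean compound activation plus 3 SD, cut at about 16% in these data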;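 note: peak over basal fluorescence ratio within a 140 s kinetic read after compound addition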
# CHO-K1 Ca antag = counter-screen for M1 antagonists: effect in parental CHO-K1 cells. ATP-induced calcium, Fluo-8 fluorescence. inhibition, % at 3 µM. hit rate 0.6% among 360,000. AID 602250;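 active = inhibition above a per-plate cutoff, the plate's mean sample inhibition plus 3 SD, cut at about 24% in these data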;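 note: 0% = DMSO plus EC80 ATP and 100% = DMSO alone without ATP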
# M4 ag = CHRM4 agonism in calcium assay; AID 624127; hit rate 0.14% among 360,000; activation, % at 3 µM; CHO-K1 hM4/Gqi5, Fluo-8 calcium fluorescence; vehicle 0%, full acetylcholine response 100%;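 active = activation above the run mean over all test wells plus 3 SD, cut at about 32% in these data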;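 note: peak over basal fluorescence ratio per well then scaled between controls; 0% = DMSO wells and 100% = acetylcholine at EC100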
# * = called active by the depositor; / = not tested or not shown. This is a random part of the collection, and some 2.9% of all compounds hit somewhere here.
Molecule,CHRM1 antagonist,OXTR potentiate,CHRM1 PAM,CHO parental Ca,M1 ag parental,M4 antag,CHRM1 agonist,CHO-K1 Ca antag,M4 ag
COC(=O)Nc1ccc(S(=O)(=O)N2CCCC(C(=O)N3CCCCC3)C2)cc1 (stereo not given),-1,-10,6,-8,2.2,-9,-1,-4,4
COc1cc(/C=N/NC(=O)Nc2ccccc2)ccc1OCCOc1ccccc1C,9,-5,-5,-16,-0.1,9,-6,-20,1
COC(=O)C1C(c2ccc(OC)cc2)C(C(=O)OC)S(=O)(=O)C(CCN2CCCCC2)S1(=O)=O (stereo not given),-6,-8,12,-2,-0.1,3,4,-8,1
CCOc1ccc(-n2nc3c(=O)n(CCN4CCCCC4)nc(C)c3c2C)cc1,31*,-1,-25,-10,-0.9,5,-11,13,-2
O=C(Cc1ccccc1)Nc1ccc2[nH]ncc2c1,-3,-8,3,5,0.3,0,-2,-10,1
NNC(=O)c1ccc(COc2ccc3c(c2)CCC3)o1,-6,-3,5,-5,0.1,-5,-1,-15,0
Cc1ccc2nc(-c3ccc(NC(=O)CSc4ccccc4)cc3)[nH]c2c1,3,-2,-2,-7,1.4,6,-7,-3,2
Cc1noc(NS(=O)(=O)c2ccc(NC(=O)CCC3CCCC3)cc2)c1C,-4,-2,5,15,-0.1,15,-3,-9,1
Cc1ccc(O)c(CN(C)Cc2cc(C)ccc2O)c1,4,/,-9,/,0.1,-9,-7,-6,0
Cc1ccccc1C(=O)NN1CCOCC1,-3,-10,8,-1,9.1,0,-8,-2,1
COC(=O)C1=C(C)N(C)C(C)=C(C(=O)OC)C1c1ccc(C(=O)OC)cc1,-28,-8,-9,-22,-0.7,-3,-10,-10,0
O=C(Cn1c(SCC(=O)N2CCCc3ccccc32)nc2ccccc21)N1CCCC1,0,-7,0,-9,2.2,2,-7,-13,3
Cc1nn(-c2ccccc2)c(C)c1C(=O)OCC(=O)Nc1ccccc1F,4,-2,5,-13,0.1,-3,0,2,1
CCCc1nc(-c2ccccc2)c(-c2ccc(OC)c(OC)c2)c(=O)[nH]1,-3,-1,4,-2,0.4,2,-3,-10,0
O=C(C1=NN(c2ccccc2)C2C(=O)N(c3ccc(Cl)cc3)C(=O)C12)c1ccccc1 (stereo not given),7,-5,-6,-14,2.1,-3,-1,-9,3
Cc1ccc(/C=C2\SC(N3CCCCC3)=NC2=O)cc1,3,-2,-8,-14,0.4,8,-7,3,-1
Cc1c(Cl)cccc1NC(=O)NCc1ccc(C)n1C,1,-12,-5,-3,8.6,11,-6,3,9
CS(=O)(=O)c1ccc(N2CCN(c3ccccn3)CC2)c([N+](=O)[O-])c1,-10,-12,15,-13,2.6,-3,-3,-8,6
CCCCN(C=O)c1c(CC)nc2ccc(C(=O)Nc3cc(-c4ccccc4)ccc3OC)cn12,-8,/,-1,/,1.8,3,-2,-22,8
O=C(OCc1ccc(COC(=O)c2ccc(O)cc2)cc1)c1ccc(O)cc1,5,-16,-9,27,4.3,-1,-5,-4,7
C/C(=N/NC(=O)CNC(=O)Cc1ccc(Cl)cc1)c1ccco1,-1,-5,6,-19,-0.3,-9,-2,-8,-1
CN(C(=O)COC(=O)CN1C(=O)c2cccc([N+](=O)[O-])c2C1=O)c1ccccc1,-20,-1,28*,-2,0.4,-11,1,-20,0
CCc1ccc(NC(=O)CN(c2cc(C)cc(C)c2)S(=O)(=O)c2c(C)[nH]c(=O)[nH]c2=O)cc1,-6,-2,1,-12,0.1,-4,-4,-7,0
Cc1cccc(N2C(=O)SC(N(CC(=O)O)c3cccc(C)c3)C2=O)c1 (stereo not given),-9,3,6,-17,0.4,0,0,-10,1
O=C(NC1CCC(c2ccccc2)CC1)c1cccnc1 (stereo not given),-11,-5,5,10,0.9,-5,-4,-16,3
O=C(Cc1cccs1)Nc1ccccc1NC(=O)Cc1cccs1,-3,-8,6,-21,1.6,-18,-2,-4,3
CCCCc1c(-c2cccc(OC)c2)ncn1CCc1ccccc1OC,/,/,/,/,8.2,41*,/,4,9
CCOC(CNC(=O)c1ccc2nc(N3CCC(C)CC3)sc2c1)OCC,-3,-11,4,8,1.7,1,-2,-15,2
COCC(=O)N1CCCC(C(=O)c2ccc(C(F)(F)F)cc2)C1 (stereo not given),-13,3,9,3,2.1,1,-2,14,/
CCN1CCN(S(=O)(=O)c2c[nH]c(C(=O)OC)c2)CC1,-1,-4,-3,-5,0.4,-2,-3,1,1
CCN(CC(=O)Nc1cc(S(=O)(=O)N2CCOCC2)ccc1C)Cc1ccccc1,8,-11,1,-20,1.3,-7,-2,-11,7
CC(NC(=O)Cn1cccc1C(=O)c1ccccc1)c1ccccc1 (stereo not given),-11,-9,8,-5,0.8,1,-4,-16,1
CCCN(CC(=O)Nc1cc(Cl)ccc1Cl)C(=O)/C=C/c1ccco1,3,-2,-3,-15,0.8,-5,-11,-2,1
COc1cccc(NC(=O)COC(=O)C2CC2)c1,-3,-6,13,-4,0.3,-10,3,0,2
Cn1nc(-c2ccccc2)cc1NC(=O)Nc1ccc(C(C)(C)C)cc1,9,-4,-9,-24,1.4,-18,-4,4,7
CCN(CC)CCNC(=O)Cn1nc(Cc2cccnc2)c2ccccc2c1=O,10,-1,-7,-5,0.1,-4,-10,7,1
CCOc1ccc2oc(C(=O)NCC(C)(C)CN(C)C)c(C)c2c1,-2,-3,1,-14,0.2,-13,-6,-14,2
CCCn1cccc(C(=O)Nc2ccc(OC)cc2)c1=O,3,-4,-1,-7,2.5,2,-2,2,4
CCCCN(C)C1CCN(C(=S)Nc2ccc(OC)cc2)CC1,-10,-6,5,-10,1.0,1,-8,-9,0
O=C(N/N=C\c1ccc(-c2ccc(Cl)c(Cl)c2)o1)C(=O)N1CCCC1,-15,-8,11,-14,1.4,5,2,-13,1
O=C(O)c1ccccc1N=N/C(=N/Nc1cc(S(=O)(=O)O)ccc1O)c1ccccc1,-12,-8,16,-8,-0.4,-15,-1,-3,1
Cc1ccc(CNC(=O)Cn2cccc2C(=O)c2ccccc2)cc1,-11,-8,13,-15,-0.3,-9,-1,-5,0
CC(C)(C)[C@H]1C=C(C(=O)N2CCOCC2)O[C@@H](OCCCCO)C1,3,-7,6,-4,2.5,-6,-4,0,0
Cn1c(=O)c2c(nc(OCCc3ccccc3)n2C)n(C)c1=O,-2,-13,-3,-20,0.9,-24,-3,-6,4
C[C@@H]1ON(C)[C@H]2C[C@H]3c4[nH]c5ccccc5c4CCN3C(=O)[C@@H]12,-4,/,1,/,0.5,-4,-3,-2,1
O=C(OCC(=O)N1CCOCC1)c1ccc(Cl)c(S(=O)(=O)N2CCc3ccccc32)c1,2,-8,-2,-13,1.5,0,-2,-4,4
NC(=O)c1cc(-c2csc(-c3cccnc3)n2)ccc1O,-1,-7,2,-9,2.2,-1,-2,-10,4
COc1ccc(CN(Cc2ccc(OC)cc2)S(=O)(=O)c2ccc(-n3cnnn3)c(C)c2)cc1,-7,-13,7,13,0.2,8,-4,-7,1
CCc1ccccc1OCCOc1ccc(C)cc1OC,-23,-8,9,-43,-0.2,-20,-6,-23,-2
CCCCCCSc1ccc(-c2nc3ccccn3c2NCCCC)cc1,8,-7,-4,-8,-0.4,11,-1,3,0

# Later entries:
Molecule,CHRM1 antagonist,OXTR potentiate,CHRM1 PAM,CHO parental Ca,M1 ag parental,M4 antag,CHRM1 agonist,CHO-K1 Ca antag,M4 ag
CCOc1ccccc1NC(=O)COc1coc(CN2CCc3ccccc32)cc1=O,-17,-12,3,-4,3.5,-6,0,-18,11
COc1ccccc1/C=N/NC(=O)CC(=O)Nc1ccc(Cl)c(Cl)c1,-7,-14,4,-26,0.9,-6,-3,-7,2
O=C(NC(=S)Nc1c(Cl)ccc2nsnc12)c1ccccc1F,-1,-7,11,-10,-0.2,-3,-1,-10,-1
COc1ccccc1-c1ccc(Nc2cccc(C(C)=O)c2)nn1,4,-7,-3,-27,2.4,-3,-5,-10,6
CSc1cc(-c2ccccc2)n(Cc2ccccc2Cl)c(=O)c1C#N,-7,-7,6,-7,0.8,6,-4,-6,0
COc1ccc(CC2(CO)CCN(Cc3cccnc3)CC2)cc1,-16,-4,11,-3,0.2,-3,-13,-7,1
O=C(CCCN1C(=O)S/C(=C/c2ccccc2)C1=S)Nc1ccc(C(=O)O)cc1,-11,0,12,-4,0.3,2,1,-10,2
COc1ccc(/C=C/C(=O)c2cc(F)ccc2OC(=O)c2ccccc2)cc1OC,-24,-10,-1,-22,0.1,-4,-2,24*,0
Cc1ccc(S(=O)(=O)N2CC3(O)CN(C(=O)OC(C)C)N(C(=O)OC(C)C)CC3(OC(=O)NC3CC3)C2)cc1 (stereo not given),/,/,/,/,4.8,-16,/,-13,16
O=C(c1ccccc1NS(=O)(=O)c1ccc(F)cc1)N1CCCCC1,-19,0,10,-17,0.9,-3,-3,-4,1
COc1ccc(NC(C)=[N+](C)CCNS(=O)(=O)c2ccc(Cl)cc2)cc1Cl,-9,3,3,-8,1.9,-9,-2,-16,1
O=C(CN1C(=O)COc2ccccc21)N(Cc1ccc2c(c1)OCO2)CC1CCCO1 (stereo not given),3,-2,2,-16,2.1,0,-5,-5,3
COc1ccc(-c2nc(C#N)c(NCc3cccnc3)o2)cc1OC,0,1,4,-10,-0.3,12,-4,-1,-1
COc1ccc(NC(=O)CSc2ccc(-c3sc(C)nc3C)nn2)cc1,-7,-14,2,0,2.1,0,-4,12,9
O=C(NCc1ccccc1C(F)(F)F)C12CN(Cc3ccccc3)CC1C(c1ccc([N+](=O)[O-])cc1)=NO2 (stereo not given),8,-2,-5,-11,1.1,-7,-2,-31,2
COC(=O)c1ccccc1S(=O)(=O)NNC(=O)C12CC3CC(CC(C3)C1)C2,1,-4,7,-5,-0.1,-25,-1,-2,1
O=P(O)(CCc1ccccn1)CN1CCOCC1,-6,-5,3,-8,0.8,8,-4,-7,0
CCC(C)c1ccc(OCC(=O)Nc2ccc(Cl)cn2)cc1 (stereo not given),-3,-8,-7,-20,0.3,0,-5,9,-2
COCCN(C(=O)c1ccc2c(c1)C(=O)N(c1ccccc1Cl)C2=O)c1c(N)n(CC(C)C)c(=O)[nH]c1=O,0,/,4,/,-0.3,6,-4,-13,1
Cc1cc(C)n(C(=O)CCCn2nc(C)c([N+](=O)[O-])c2C)n1,-6,-10,4,-8,0.8,1,-6,-10,1
O=C1N=C(O)CN1/N=C/c1ccc(-c2ccc([N+](=O)[O-])cc2)o1,-25,-4,0,-20,-0.1,-2,-4,-10,1
O=C(CCC(=O)c1ccccc1)NCc1cccc(C(F)(F)F)c1,-2,-5,7,-9,0.3,1,-5,-13,1

# Screening results from PubChem BioAssay.
